Screens deposited in PubChem by National Center for Advancing Translational Sciences (NCATS).
Epigenetic reg: derepresses silenced GFP reporter in murine cells; murine LDR cells, GFP reporter derepression, 30 h; Potency, µM (top dose mostly 53.9 µM), for the others: top-dose GFP activation, most hits filed as activators; 0.2% of 280,000 active; further: % of control where 0% means no effect; nearly all actives have a fitted effect of over 60% in size
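Reporter derepression read as number of fluorescent GFP-positive objects, 20-120 um in size, counted by laser-scanning cytometer. Mouse LDR line with an epigenetically silenced CMV-GFP locus; compound incubation 30 h, 37 C.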
RECQ1 helicase: inhibitors of human RECQ1 DNA helicase | P46063 | RECQ1 DNA unwinding, red fluorescence kinetic read | Potency, µM (highest dose often 57.3 µM), inactives show at the top dose activity, negative = inhibition, usual class: inhibitors | 0.54% of 240,000 active | AID 2549;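 further: plate controls were vehicle for no effect and no enzyme for full effect; nearly all actives have a fitted effect of over 30% in size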
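RECQ1T1 50 nM; forked duplex (20 bp + 30-nt ss tails) 200 nM, ATP 2 mM final; pH 8.0, 2 mM MgCl2, 2.5 ug/ml poly(dI-dC); 15 min compound preincubation; discontinuous kinetic read over 2 h at RT.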
JMJD2E inh: blocks human JMJD2E demethylase activity | B2RXH2 | JMJD2E catalytic domain, FDH-coupled NADH fluorescence (FDH is formaldehyde dehydrogenase) | Potency, µM (titrated, usually from 57.1 µM), without a hit: top-dose activity change, negative = inhibition, most hits filed as inhibitors | 1.6% of 230,000 active | AID 2147; active means well fitted inhibition curve with a large enough effect, not every such curve was filed as active; inconclusive means small, poorly fitted or top-dose-only effect, or another doubt; inactive means no such curve, though single readings can be large or run the other way;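 further: 0% = wells with enzyme and -100% = buffer wells without enzyme; nearly all actives have a fitted effect of over 50% in size; many of its hits are not listed in these tables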
Target sequence (B2RXH2 1-337 limits assumed): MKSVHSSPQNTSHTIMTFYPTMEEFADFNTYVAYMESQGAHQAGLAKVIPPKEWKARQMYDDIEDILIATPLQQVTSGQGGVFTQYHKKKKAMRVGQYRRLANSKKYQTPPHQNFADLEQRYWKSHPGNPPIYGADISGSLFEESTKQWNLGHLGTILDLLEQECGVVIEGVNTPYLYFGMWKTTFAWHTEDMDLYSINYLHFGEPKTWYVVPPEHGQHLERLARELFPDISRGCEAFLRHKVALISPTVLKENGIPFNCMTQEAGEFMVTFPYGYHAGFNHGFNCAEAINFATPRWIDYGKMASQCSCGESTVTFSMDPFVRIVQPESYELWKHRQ
NPSR antag: neuropeptide S receptor (human) antagonism, cAMP; 1% of 220,000 active; CHO-NPSR cells, cAMP TR-FRET, antagonist mode; Potency, µM (series often up to 38.3 µM), inactives show top-dose activity change, negative = inhibition, hits mostly inhibitors; further: on the % scale 0 is the no-effect control and ±100 the full control effect; nearly all actives have a fitted effect of over 50% in size; many of its hits are not listed in these tables
IMPase Li cell: cell-permeable IMPase inhibitors with lithium potentiation; CHO-M1 cells, IP1 TR-FRET (IP-One), carbachol + lithium; Potency, µM (series often up to 59.4 µM), without a hit: at the highest dose activity, negative = IMPase inhibition, actives largely listed as inhibitors; 0.35% of 210,000 active;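 further: IP1 builds up when IMPase is blocked and the TR-FRET signal falls; plate controls were basal vehicle for no effect and high inhibitor control for full effect; nearly all actives have a fitted effect of over 50% in size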
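Steps: plate 2000 CHO-M1 cells per well and culture 16–30 h; add compound and lithium; incubate 30 min, 37C; add d2-IP1 tracer and Eu cryptate anti-IP1 antibody in lysis buffer; read after 10 min at room temperature.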
Luc counter: blocks Kinase-Glo luciferase, a counter-screen artifact; Potency, µM (titrated, usually from 38.3 µM), without a hit: top-dose activity change, negative = inhibition, hits mostly inhibitors; 0.28% of 200,000 active; AID 1379; Q27757; Kinase-Glo luciferase, ATP luminescence, 8 min; further: on the % scale 0 is the no-effect control and ±100 the full control effect; nearly all actives have a fitted effect of over 60% in size
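Luminescence was the read-out, taken after 8-minute incubation at ambient temperature. Luciferase turned over luciferin with 10 uM ATP in imidazole pH 7.2 buffer containing KCl, MgCl2, Tween 20 and BSA.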
RGS12 GoLoco inh: RGS12 GoLoco-Gai1 interaction inhibition | Potency, µM (highest dose often 61.6 µM), without a hit: at the highest dose activity, negative = inhibition, hits mostly inhibitors | Gai1:RGS12 GoLoco peptide FP, rhodamine, 10 min | P63096 | 0.44% of 230,000 active | AID 880; active means well fitted inhibition curve with a large enough effect, not every such curve was filed as active; inactive means no such curve, though single readings can be large or run the other way; further: on the % scale 0 is the no-effect control and ±100 the full control effect; nearly all actives have a fitted effect of over 30% in size; many of its hits are not listed in these tables
Target sequence (P63096 whole entry, looked up): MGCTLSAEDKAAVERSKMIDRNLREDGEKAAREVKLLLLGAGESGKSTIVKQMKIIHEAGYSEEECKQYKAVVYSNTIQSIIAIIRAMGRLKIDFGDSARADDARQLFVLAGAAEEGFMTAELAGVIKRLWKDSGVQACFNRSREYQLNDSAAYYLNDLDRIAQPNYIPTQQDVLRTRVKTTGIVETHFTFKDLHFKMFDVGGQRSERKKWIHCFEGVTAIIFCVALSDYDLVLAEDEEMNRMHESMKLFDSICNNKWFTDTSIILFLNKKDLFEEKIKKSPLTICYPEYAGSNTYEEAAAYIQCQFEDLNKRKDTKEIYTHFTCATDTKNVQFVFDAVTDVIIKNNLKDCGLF
SMN2 splice enh: SMN2 splice variant enhancement | HEK293 SMN2-luciferase splicing reporter, luminescence, 30-36 h | Potency, µM (top dose mostly 46.1 µM), inactives show at the top dose activity change, positive = activation, actives largely listed as activators | 2.8% of 210,000 active | AID 1458; further: % of control where 0% means no effect; nearly all actives have a fitted effect of over 55% in size
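HEK293 cells carry an SMN2 […]–luciferase reporter in which exon 7 inclusion puts luciferase in frame. Cells were plated 10-12 h before compound addition, then incubated 30-36 h at 37C. ONE-Glo luminescence was read; sodium butyrate at 4.5 mM final served as control.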
The depositor's hits bear a star; i = inactive; ? = inconclusive; · = not tested or not shown; [ ] = another dose, or the depositor's remark. Unless noted, the call rests on the fitted dose curve; in most records, active means well fitted curve in the direction sought with a large enough effect; inconclusive means small, poorly fitted or top-dose-only effect, or another doubt; inactive means no such curve, though single readings can be large; an effect the other way counts as inactive or inconclusive. Potency means the concentration at half of the fitted maximal effect.

mol	Epigenetic reg	RECQ1 helicase	JMJD2E inh	NPSR antag	IMPase Li cell	Luc counter	RGS12 GoLoco inh	SMN2 splice enh
COc1ccccc1NC(=O)CSc1nnnn1-c1ccc(C)cc1	1.2%	-5%	-3%	-19%[46.1 µM]	-5%	-2%	-14%	-32%[inhibitor]
O=C(CSc1ncnc2scc(-c3ccccc3)c12)Nc1ccc(C(=O)O)cc1	0.0%	-8%	-30%	?	·	·	7%	·
COc1ccc(-c2nc3n(n2)C(=O)CC(c2ccco2)S3)cc1 (stereo unspecified)	0.9%	-8%	-11%	-24%[46.1 µM]	7%	-3%	19%	7%
O=C1C2C3C=CC(C3)C2C(=O)N1c1n[nH]c(-c2cccnc2)n1 (stereo unspecified)	-1.1%	0%	-4%	-15%[46.1 µM]	19%[38.3 µM]	-3%	4%	47%
C=CC[n+]1c(C)csc1Nc1ccc(C(=O)O)cc1	-2.6%	-1%	-8%	1%	0%	-1%	-4%	10%
Cc1ccc2c(c1)[C@@H](O)C[C@@H](C)N2N=O	0.0%	-1%	1%	18%	-1%	2%	2%	-15%
CCN(C(=O)COC(=O)/C=C/c1cccc([N+](=O)[O-])c1)c1ccccc1	0.0%	5%	3%	-8%	16%	-1%	1%	9%
O=c1ccc(Oc2nc(N3CCCCC3)nc(N3CCCCC3)n2)n[nH]1	6.7%	-5%	-2%	?	-2%[38.3 µM]	0%	-11%	-1%
O=C(O)CCC(=O)Nc1ccc(N2CCOCC2)cc1	0.0%	-6%	-2%	6%[46.1 µM]	11%[38.3 µM]	2%	-5%	-4%
COc1cc(/C=N/n2nnnc2N)cc(OC)c1OC	0.0%	-6%	?	-20%	·	·	6%	·
CCN(CC(=O)NC1CCS(=O)(=O)C1)C(=O)/C=C/c1cccs1 (stereo unspecified)	0.6%	-7%	-2%	9%	11%	2%	3%	6%
CCC(=O)N(Cc1cc(=O)[nH]c2ccccc12)c1ccccc1C	3.1%	-7%	-3%	3%	·	·	6%	·
CC(=O)N/N=C(\C)c1cccc(C(F)(F)F)c1	2.1%	i	6%	9%	0%	-3%	-10%	10%
COc1ccc(/C=N/NC(=O)c2ccc(NC(=O)c3cccc([N+](=O)[O-])c3)cc2)c(OC)c1	-1.3%	-10%	2%	6%	6%	0%	4%	3%
O=C(Nc1ccc(S(=O)(=O)NC2CCCCC2)cc1)c1ccco1	-0.8%	-4%	-3%	16%[46.1 µM]	9%	2%	3%	-24%
O=C(Nc1ccc(CN2CCOCC2)cc1)c1ccccc1F	1.2%	5%	-6%	-3%[46.1 µM]	3%	-6%	0%	11µM*
CN(C)CCn1c(N)nc2ccccc21	-3.6%	i	-3%	-30%	·	·	13%	·
Cc1occc1-c1nnc(SCC(=O)c2c[nH]c3ccccc23)n1C	-2.8%	-9%	2%	-30%[46.1 µM]	-1%[38.3 µM]	-6%	-3%	-9%
Cc1cccc(C(=O)NCCc2nnc(SCC(=O)Nc3nc(C)cs3)n2C)c1	-2.6%	i	7%	0%[46.1 µM]	25%[38.3 µM]	-2%	9%	-7%
CCC1(C)Cc2c(sc3nc(SC)nc(N)c23)CO1 (stereo unspecified)	-2.8%	-12%	-7%	-11%[46.1 µM]	-2%[38.3 µM]	-4%	4%	-3%

Profiles from above. Order of values: Epigenetic reg, RECQ1 helicase, JMJD2E inh, NPSR antag, IMPase Li cell, Luc counter, RGS12 GoLoco inh, SMN2 splice enh
`O=C(CSc1ncnc2scc(-c3ccccc3)c12)Nc1ccc(C(=O)O)cc1` as listed: 0.0%, -8%, -30%, ?, ·, ·, 7%, ·
`COc1ccc(-c2nc3n(n2)C(=O)CC(c2ccco2)S3)cc1` (stereo unspecified) as listed: 0.9%, -8%, -11%, -24%[46.1 µM], 7%, -3%, 19%, 7%
`CCC(=O)N(Cc1cc(=O)[nH]c2ccccc12)c1ccccc1C` as listed: 3.1%, -7%, -3%, 3%, ·, ·, 6%, ·
`COc1cc(/C=N/n2nnnc2N)cc(OC)c1OC` as listed: 0.0%, -6%, ?, -20%, ·, ·, 6%, ·
`O=C(Nc1ccc(CN2CCOCC2)cc1)c1ccccc1F` as listed: 1.2%, 5%, -6%, -3%[46.1 µM], 3%, -6%, 0%, 11µM*

New compounds follow
mol	Epigenetic reg	RECQ1 helicase	JMJD2E inh	NPSR antag	IMPase Li cell	Luc counter	RGS12 GoLoco inh	SMN2 splice enh
CC(C)CCNC(=O)Cn1c2c(c(-c3ccccc3Cl)cc1=O)CCC2	-0.8%	-2%	?	-20%[46.1 µM]	-7%[38.3 µM]	5%	-2%	-21%
O=C(/C=C/c1cc2ccccc2o1)c1ccccc1O	-2.2%	-2%	-2%	2%	·	·	-7%	·
CC1CN(C(=O)COC(=O)c2c(Cl)cccc2Cl)CC(C)O1 (stereo unspecified)	-1.3%	i	6%	-2%	4%	-2%	11%	7%
O=C(CCS(=O)(=O)c1ccc(Cl)cc1)OCC(=O)N1CCCCC1	4.0%	11%	1%	-6%[46.1 µM]	28%[38.3 µM]	-8%	8%	2%
COc1ccc(C2=NO[C@@H]3C(=O)N(c4cccc(C)c4C)C(=O)[C@H]23)cc1OC	0.0%	6%	5%	-21%[46.1 µM]	30%[activator][38.3 µM]	5%	5%	-2%
Cc1cc(/C=C(\C#N)C(=O)NCc2cccs2)c(C)n1-c1ccc([N+](=O)[O-])cc1	14%	i	-5%	-25%[46.1 µM]	5%	-3%	-5%	-8%
O=C1CC(c2ccco2)CC2=C1C=Nc1ccccc1N2 (stereo unspecified)	-2.4%	-10%	6%	-9%[46.1 µM]	51%[activator][38.3 µM]	-4%	12%	-9%
CC1CCCCC1NC(=O)COC(=O)c1c2c(nc3ccccc13)/C(=C/c1ccco1)CC2 (stereo unspecified)	0.0%	13µM*	16µM*	-29%	-6%	-5%	26%	26%
COc1ccc(NC(=O)CSc2ccccc2)c([N+](=O)[O-])c1	-3.8%	-1%	2%	-16%	25%	0%	4%	?
Cc1cc(N=Cc2c(O)n(-c3cccc(Cl)c3)c(=O)c3ccccc23)no1	19%	-2%	?	-19%	3%	3%	10%	5%
CC(=O)c1cccc(NC(=S)NC(=O)CC(C)(C)C)c1	-1.2%	-16%	6%	-8%[46.1 µM]	-4%[38.3 µM]	0%	-7%	5%
CC(=O)OC(C(=O)NC1CCCCC1)c1cccc(C)c1 (stereo unspecified)	0.0%	-2%	1%	0%[46.1 µM]	7%	-6%	2%	-9%
C=CCNC(=S)N/N=C(\C)c1cccc(NC(C)=O)c1	?	8%	5%	-25%	-7%	-3%	12%	15%
COc1ccccc1NC(=S)NCC1CCC(CNC(=S)Nc2ccccc2OC)CC1 (stereo unspecified)	3.0%	-2%	-1%	11%	·	·	4%	·
CC(=Nc1cccc(C)c1)c1sc2ccccc2c1O	0.0%	-2%	-10%	-1%[46.1 µM]	4%	-7%	-1%	13µM*
Cc1ccc2nc(SCC(=O)Nc3cc(C(C)(C)C)nn3-c3ccccc3)[nH]c2c1	3.0%	-4%	-3%	?	-4%	4%	4%	-13%
O=C(N1CCCC1)N1CCN(c2ncnc3c(-c4ccc(Cl)cc4)nsc23)CC1	1.5%	-4%	3%	-7%[46.1 µM]	-14%[38.3 µM]	-3%	6%	?
O=C(O)c1ccn(Cn2cnc3ccccc32)n1	0.0%	i	-6%	-4%[46.1 µM]	-9%[38.3 µM]	-4%	11%	-2%
COC(=O)/C=C1\SC(N2CCOCC2)=C(c2ccc(OC)cc2)C1=O	1.2%	-2%	-13%	-11%	9%	-2%	-14%	-23%
COC(=O)c1cc(NC(=O)c2ccccc2)c(=O)oc1/C=C/Nc1ccc(Oc2ccccc2)cc1	?	-22%	5%	-13%	-5%	-3%	-87%	-6%
COCCn1c(C)cc(C(=O)COC(=O)c2n[nH]c3ccccc23)c1C	0.9%	-1%	5%	-10%[46.1 µM]	4%	?	7%	-32%[inhibitor]
Cc1cc(C(F)(F)F)nc(NCc2cccnc2)n1	1.4%	-1%	?	-1%[46.1 µM]	-1%	-3%	-2%	-14%
CC(C)(C)n1ncc2c(=O)n(CC(=O)Nc3ccc(Cl)cc3)cnc21	-0.9%	-12%	4%	-9%[46.1 µM]	-1%[38.3 µM]	11%	3%	-14%
O=C(O)c1ccc2c(c1)N(Cc1ccccc1)C(=O)c1ccccc1S2	-2.6%	2%	-3%	-1%	·	·	3%	·
O=c1oc2ccccc2n1Cc1ccccc1	-1.2%	-12%	3%	-6%	3%	-4%	9%	·
O=C(NCc1cccc(Cl)c1)c1ccc2c(c1)SC1=NS(=O)(=O)CCN12	1.1%	i	-11%	-3%	12%	-1%	17%	?
COCC(=O)N1CCC2(CCCN(c3ncccn3)C2)CC1	·	-3%	·	·	-5%	1%	5%	-8%
CCSc1nnc(NC(=O)Nc2cccc(C)c2)s1	2.1%	i	-13%	-1%	·	·	-1%	·
CC(C)Cn1c(N)c(C(=O)NCCN2CCOCC2)c2nc3ccccc3nc21	0.0%	-2%	-4%	?	-22%[38.3 µM]	20%	94%[activator]	23%
Cc1ccc(C)c(NC(=O)c2nc(Cl)ccc2Cl)c1	11%	-3%	8%	-8%	10%	-6%	9%	29%
OCc1ccccc1NC(=S)Nc1cccnc1	1.5%	2%	-5%	-2%[46.1 µM]	-9%[38.3 µM]	-1%	0%	-2%
COc1ccc(C(=O)NCC2OCCc3ccccc32)cc1 (stereo unspecified)	-2.5%	11%	-13%	-11%[46.1 µM]	-12%[38.3 µM]	-6%	14%	-18%
COc1cccc(Cn2c(=O)c(-c3ccccc3)nc3cnc(N(C)C)nc32)c1	·	-6%	·	·	?	-3%	61%[activator]	-2%

The list is partial, so the mix of outcomes need not match the whole.
